# Screens deposited in PubChem BioAssay by several laboratories.
# BoNT-F LC inh – BoNT/F light chain protease inhibitors, primary screen, biochemical, flow cytometry, MLPCN library; Botulinum neurotoxin type F light chain protease (Clostridium botulinum); Multiplex microsphere protease cleavage assay; inhibition, % at 10 µM; hit rate 0.22% among 360,000; AID 588497, 2011; in the data active = inhibition above about 35%, passing the limit was not always enough; inconclusive = no clear call, values can overlap the other calls; note: plate controls were buffer without enzyme for full effect and enzyme alone for no effect
# FadD28 binding – inhibitors of FadD28 bisubstrate probe binding, primary screen, biochemical, fluorescence polarization, single point | Mycobacterium tuberculosis FadD28 fatty-acid-AMP ligase | inhibition, % at 12.5 µM | hit rate 0.22% among 360,000; in the data active = inhibition above about 8.5%, passing the limit was not always enough; inconclusive = no clear call, values can overlap the other calls
# BoNT A protease – BoNT/A light chain protease inhibitors, primary screen, biochemical, flow cytometry, MLPCN library. Botulinum neurotoxin type A light chain protease (Clostridium botulinum A str. ATCC 3502). multiplex microsphere protease substrate cleavage. inhibition, % at 10 µM. hit rate 0.17% among 360,000. AID 588499, 2011; note: plate controls were buffer without enzyme for full effect and enzyme alone for no effect
# PfHsp40 rescue – rescue of yeast from PfHsp40 toxicity, primary screen, S. cerevisiae, ATP luminescence; hit rate 0.68% among 340,000; growth rescue, % at 12.5 µM; S. cerevisiae expressing PfHsp40, growth rescue; AID 504582, 2011; in the data active = growth rescue above about 28%, passing the limit was not always enough; inconclusive = no clear call, values can overlap the other calls;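 note: yeast W303a lacking pdr1 and pdr3 grown in galactose medium; growth measured after three days at 30 °C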
# TcdB GH inh – TcdB glycohydrolase inhibitors, primary screen, biochemical, single point, plate reader; Toxin B (Clostridioides difficile), P18177; TcdB glycohydrolase enzymatic assay; inhibition, % at 9.99 µM; hit rate 0.24% among 350,000; in the data active = inhibition above about 10%
# Anthrax LF prot – Bacillus anthracis LF protease inhibitors, primary screen, biochemical, multiplex microsphere, MLPCN library. hit rate 0.12% among 360,000. multiplex microsphere protease cleavage assay. inhibition, % at 10 µM; note: plate controls were buffer without enzyme for full effect and enzyme alone for no effect
# PrPC surface inh – inhibitors of human cell surface prion protein PrPC, primary screen, cell-based, TR-FRET. TR-FRET read-out. inhibition, % at 13.8 µM. hit rate 0.43% among 370,000. AID 720596, 2013; in the data active = inhibition above about 24%; note: 0% = median of the test wells and 100% = reference compound wells
# Yp Topo-I inh – Yersinia pestis topoisomerase I inhibitors, primary screen, biochemical, cleavage product accumulation, plate reader, single point; hit rate 0.064% among 360,000; DNA topoisomerase I (Yersinia pestis CO92); activity, % at 10 µM; AID 504884, 2011; Y. pestis Topo-I cleavage product accumulation; in the data active = activity above about 50%, passing the limit was not always enough; inconclusive = no clear call, values can overlap the other calls; note: inactives centre near 2
# CCHFV vOTU inh – CCHFV vOTU protease inhibitors, primary screen, biochemical, Pep-AMC substrate, fluorescence. AID 651958, 2012. hit rate 0.55% among 370,000. Crimean-Congo hemorrhagic fever virus L polyprotein viral ovarian tumor (vOTU) protease …. inhibition, % at 11.5 µM; in the data active = inhibition above about 30%; note: 0% = vehicle wells with enzyme and 100% = no enzyme wells
# Active calls of the source: *; ? = inconclusive; / = not tested or not shown; & = joins results of further samples. Cut-off read from the data, not from the text of the source, unless noted: active = inhibition above about 30%; inconclusive = no clear call, values can overlap the other calls; inactive = below that.
SMILES,BoNT-F LC inh,FadD28 binding,BoNT A protease,PfHsp40 rescue,TcdB GH inh,Anthrax LF prot,PrPC surface inh,Yp Topo-I inh,CCHFV vOTU inh
Cc1ccc(Nc2cc(C)nc(N3CCOCC3)n2)c(C)c1,-5,-2.8,-0.3,-0.6,1.1,-1,-4,-5,-8
CC(=O)c1cccc(N(CC(=O)Nc2ccc(S(=O)(=O)N3CCOCC3)cc2)S(C)(=O)=O)c1,3,-1.2,1.1,1.0,-1.9,-2,-4,-1,2
CCC(=O)OC1CSc2nc3ccccc3n2C1 (stereo not given),3,-3.9,2.6,0.5,/,-6,-1,-4,-3
CCOCCOC(=O)C1=C(C)NC(=O)NC1c1ccc2c(c1)OCO2 (stereo not given),/,-0.4,/,0.0,0.8,/,0,7,-16
CCC(C)Sc1cc(-c2nc3ccc(C)cn3c2NCc2ccccc2)ccc1OC (stereo not given),-16&-14,2.1,-0.7&-1.2,?,0.6,0&2,11,9,-13
CC(=O)c1ccc(N2CCN(C(=O)c3ccc4c(=O)n(-c5ccccc5)c(=O)[nH]c4c3)CC2)cc1,1,0.8,1.5,0.0,/,-1,-4,12,7
COc1cccc2c1-c1c(O)cccc1C2=O,?,-3.7,7.8,1.5,0.4,-8,3,-28,0
Nc1ccc2c(c1)[nH]c(=O)c1cc(N)ccc12,-23,?,-0.2,/,21*,-16,12,-7,-58
COC(=O)c1ccccc1NC(=O)C1CCCO1 (stereo not given),2,-6.2,0.2,0.5,/,-1,-6,2,-12
Fc1ccc(CNCc2ccccc2C(F)(F)F)cc1,-18,0.0,-1.9,1.0,/,-2,-7,-7,-8
Cc1cc(C)c2cc(C#N)c(NCCNC(=S)NCCCN3CCOCC3)nc2c1,-1,-0.2,1.1,-0.8,-1.2,-1,-5,28,-22
O=C(c1ccccc1)N1CCN(CC2CC=CCC2)CC1 (stereo not given),-9,0.3,0.4,-1.8,/,-6,-3,1,-6
NC1=NN=C(c2ccc3c(c2)OCCO3)CS1,4,-0.8,1.0,1.4,0.8,1,10,0,-3
O=C(Cc1cccs1)NNC(=O)c1ccccc1Cl,/,-2.6,/,5.0,1.2,/,1,-7,-3
CC1(C)CC(=O)C=C(c2ccc(-c3ccccc3)cc2)C1,-2,-3.4,0.0,?,-0.7,-9,-1,14,0
COc1cccc(N2C(=O)/C(=C\c3cccs3)NC2=S)c1,-8,-0.3,-0.4,-0.1,0.3,-3,-10,-1,-3
COc1ccc(C(=O)N2CCC(C(=O)Nc3ccccc3C)CC2)cc1OC,-4,-1.2,-0.3,-0.2,1.1,0,-4,-8,-10
CN1C(=O)C(=Cc2cn(CC(=O)N3CCCC3)c3ccccc23)C(=O)N(C)C1=O,0,-0.1,-2.1,-0.5,0.7,-4,-3,-3,24
O=C(CCCN1C(=O)C(c2ccccc2)Oc2cccnc21)NCc1ccc(F)cc1 (stereo not given),-4,-1.6,-1.5,0.3,-0.1,0,1,26,0
C=C(C)C(=O)Nc1ccc2c(c1)OCCOCCOCCO2,/,0.7,/,-0.2,-0.3,/,-6,-1,-13
COc1ccc(Br)cc1CN(C)CC(O)COc1ccc(Br)cc1 (stereo not given),-10,/,-1.6,1.2,2.4,-1,-4,15,5
O=C(/C=C/c1ccccc1)Oc1ccccc1C(=S)N1CCOCC1,2,-2.2,-0.5,-1.2,-0.5,-5,3,11,-10
C#CCN(Cc1ccco1)C(=O)c1ccc(OC2CCN(Cc3ccccn3)CC2)cc1,6,-3.4,1.3,0.5,0.7,0,-9,17,6
c1ccc(-c2cn3c(n2)SCC3)cc1,/,-1.7,/,-1.1,/,/,5,-3,-10
COc1ccc(-n2nc(C(=O)NCC(=O)N3CCCCC3)c3ccccc3c2=O)cc1,11,-1.4,0.1,0.0,0.4,-1,-1,5,18
O=C(CSc1nnc(CNC(=O)c2ccc(F)cc2)o1)NCc1ccccc1Cl,0,/,0.5,1.5,0.7,-1,2,11,-3
Cc1sc(NC(=O)C2CSC3(C)CCC(=O)N23)nc1-c1ccc(F)cc1 (stereo not given),-2,-0.6,0.5,0.5,0.1,2,2,18,17
CCS(=O)(=O)c1nc(S(=O)(=O)c2ccc(Cl)cc2)c(N2CCC(O)CC2)s1,11,-2.0,6.8,0.6,0.8,10,1,-1,13
Cc1ccc(C(=O)C[n+]2cc(-c3ccc(C)cc3)n3c2CCCCC3)cc1,-7,-1.7,-7.0,-0.3,/,-2,13,12,2
CCn1c(CNC(=O)c2ccc3c(c2)OCO3)nnc1SCC(=O)Nc1ccccc1F,6,-1.5,0.4,0.1,1.4,-1,9,3,9

# Part of the list above, set out differently:
mol	BoNT-F LC inh	FadD28 binding	BoNT A protease	PfHsp40 rescue	TcdB GH inh	Anthrax LF prot	PrPC surface inh	Yp Topo-I inh	CCHFV vOTU inh
O=C(/C=C/c1ccccc1)Oc1ccccc1C(=S)N1CCOCC1	2	-2.2	-0.5	-1.2	-0.5	-5	3	11	-10
C#CCN(Cc1ccco1)C(=O)c1ccc(OC2CCN(Cc3ccccn3)CC2)cc1	6	-3.4	1.3	0.5	0.7	0	-9	17	6
c1ccc(-c2cn3c(n2)SCC3)cc1	/	-1.7	/	-1.1	/	/	5	-3	-10
COc1ccc(-n2nc(C(=O)NCC(=O)N3CCCCC3)c3ccccc3c2=O)cc1	11	-1.4	0.1	0.0	0.4	-1	-1	5	18
O=C(CSc1nnc(CNC(=O)c2ccc(F)cc2)o1)NCc1ccccc1Cl	0	/	0.5	1.5	0.7	-1	2	11	-3
Cc1sc(NC(=O)C2CSC3(C)CCC(=O)N23)nc1-c1ccc(F)cc1 (stereo not given)	-2	-0.6	0.5	0.5	0.1	2	2	18	17
CCS(=O)(=O)c1nc(S(=O)(=O)c2ccc(Cl)cc2)c(N2CCC(O)CC2)s1	11	-2.0	6.8	0.6	0.8	10	1	-1	13
Cc1ccc(C(=O)C[n+]2cc(-c3ccc(C)cc3)n3c2CCCCC3)cc1	-7	-1.7	-7.0	-0.3	/	-2	13	12	2
CCn1c(CNC(=O)c2ccc3c(c2)OCO3)nnc1SCC(=O)Nc1ccccc1F	6	-1.5	0.4	0.1	1.4	-1	9	3	9

# Further compounds
SMILES,BoNT-F LC inh,FadD28 binding,BoNT A protease,PfHsp40 rescue,TcdB GH inh,Anthrax LF prot,PrPC surface inh,Yp Topo-I inh,CCHFV vOTU inh
CCc1nnc(NC(=O)c2cccc(S(=O)(=O)N3CCc4ccccc43)c2)s1,6,-0.9,0.4,0.6,/,-1,2,0,15
O=C(NCCc1cccc(Cl)c1)C1CCC(=O)N(Cc2ccc(Cl)cc2)C1 (stereo not given),-7,-1.8,-0.4,-0.6,0.7,-3,-2,14,12
COc1cccc(OC)c1NC(=O)c1nc2c(nnn2Cc2ccccc2Cl)c(=O)[nH]1,-2,-3.2,-0.8,0.0,1.0,-6,1,14,9
COC(=O)c1ccc2nc(-c3cccc(Br)c3)c(CC3CCCCC3)n2c1,-2,/,0.3,/,0.6,3,8,/,3
CCC1(c2ccc(F)cc2)NC(=O)N(CC(=O)N2c3ccccc3CC2C)C1=O (stereo not given),1,-2.4,0.9,1.6,0.0,-3,8,-7,2
CN1C(C)(C)CC(NC(=O)c2ccco2)CC1(C)C,7,-1.0,-0.6,0.8,0.7,3,-1,-8,15
CCCNC(=O)CSc1nnc(-c2ccccc2Br)n1-c1cccc(C(F)(F)F)c1,-5,-3.4,0.2,1.7,4.5,0,-5,14,25
O=C(NCCS(=O)(=O)N1CCN(c2cccc(Cl)c2)CC1)c1ccc2c(c1)OCO2,1,-4.3,-2.0,0.1,1.4,2,0,15,-6
Cc1ccc2c(c1)cc1c(=O)n(CC(=O)N3CCCC3)nc(C)n12,1,-0.4,0.0,-1.5,/,-4,/,4,/
O=C(Cn1cc([N+](=O)[O-])cn1)N1CCCc2ccccc21,-3,0.2,-0.4,-0.8,0.4,-4,-15,4,-15
CCc1ccc(N(CC(=O)N2CCOCC2)S(C)(=O)=O)cc1,?,-0.6,7.8,0.4,0.3,6,4,-5,-1
CCOC(=O)[C@H]1[C@H]2COc3ccccc3[C@@H]2N2C(=O)c3ccc(Cl)cc3NC(=O)[C@@]12C,-3,-1.8,-0.2,-0.4,0.3,-5,-1,7,-3
C=COCCNC(=S)N1CCOCCOCCN(C(=S)NCCOC=C)CCOCCOCC1,4,0.5,0.0,-0.6,-2.4,2,-4,49,-15
COc1cc(C(C)=O)ccc1OCC(=O)OC(C)C(=O)c1ccc(F)cc1 (stereo not given),/,-0.5,/,-0.1,1.2,/,-4,3,10
C/C(N)=C(/C#N)C(=O)CSc1nnc(Nc2ccccc2C)s1,7,-6.1,0.3,-1.3,/,1,0,6,6
C=CCOc1ccc(/C=N/N2C(=O)C(CC(=O)Nc3ccc(F)cc3F)SC2=NC)cc1 (stereo not given),-16,-0.8,-2.9,0.4,0.5,0,-2,30,-8
COc1ccc(OCC(O)Cn2c(=N)n(CCN3CCOCC3)c3ccccc32)cc1 (stereo not given),-4,0.1,0.0,-0.1,/,-4,-12,4,7
CC1(C)CC(=O)C2=C(C1)OC(N)=C(C#N)C2c1ccsc1 (stereo not given),-17,-1.5,-0.4,-0.1,/,-2,-3,0,7
C=CCCCN(Cc1ccccc1)S(=O)(=O)c1ccccc1Br,-4,0.4,-0.3,1.1,1.0,-2,-1,-3,0
O=C1C=C(c2cccc(Br)c2)C[C@@H](c2ccc(Cl)cc2)C1,0,-2.3,-0.3,2.7,-7.6,1,-1,45,5
CC(NC(=O)c1ccccc1Cl)C(=O)NCc1cccs1 (stereo not given),-1,-2.4,-1.7,-0.3,-0.8,0,2,-6,12
O=C(COC(=O)CNC(=O)c1cccc(Br)c1)Nc1nnc(-c2ccccc2)o1,0,-3.1,-0.7,5.3,0.8,-1,5,-4,-2
CCOC(CCNC(=O)CCC(=O)Nc1ccc2nc(N3CCN(C)CC3)cc(C)c2c1)OCC,5,/,-0.7,-0.4,0.6,-14,11,8,-14
COc1cccc(NC(=O)N2CCCC(C(=O)Nc3ccccc3OC)C2)c1 (stereo not given),-15,-0.3,?,2.4,/,-31,5,-3,0
CCCCC(=O)Nc1ccc(N2CCN(c3ccc(F)cc3)CC2)cc1,-14,-2.9,-1.1,0.3,-0.7,-4,-7,-2,-2
Cc1cc(NC(=O)CCC(=O)N(CC(=O)NCC2CCCO2)Cc2ccc(F)cc2)no1 (stereo not given),-5,-0.4,0.1,0.2,/,2,4,4,2
Cc1cccc(C)c1NC(=O)NC1(C(=O)NCc2ccncc2)CCCCC1,2,/,-2.1,0.7,1.6,1,0,11,2
O=C(CSc1nc2cc(Cl)ccc2c(=O)n1Cc1ccco1)Nc1ccc(S(=O)(=O)N2CCOCC2)cc1,5,4.5,0.2,0.4,0.2,-3,-4,18,-2
Cc1ccc(NC2Sc3ccccc3NC2=O)cc1Cl (stereo not given),-3,-4.6,-0.2,18,1.1,-6,-3,6,13
O=C(Nc1ccc(-c2nnco2)cc1)c1ccccc1,2,-1.7,-0.2,0.9,/,-3,5,2,8

# The order is random. About 2.3% of those tested had a hit in this group.
